Compound activity from PubChem.
IL2 activator: activates IL-2 in a cell-based reporter assay; IL-2 activation reporter assay, cell-based qHTS; stimulated with anti-CD3/CD4/CD28 beads; in transgenic mouse T cells; AID 652025; hit rate 0.065% among 360,000; activation, % (series mostly up to about 46 µM); in the data active = activation above about 50%; inconclusive = mostly about 30% to 49%; note: 0% is about no effect
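Readout is EGFP and DsRed signal by fluorescent plate cytometry after 18 h at 37 degrees C. Transgenic mouse T cells (750/well) received compound for 60 min before bead stimulation (anti-CD3, anti-CD4, anti-CD28); memory T cells served as non-tolerant control.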
EPAC1 agonist: EPAC1 (human) agonism; EPAC1 agonist qHTS, biochemical assay; response scale: 100% = response to 6.5 mM cAMP; Potency, µM (doses to about 154 µM), without a hit: top-dose activation, most hits filed as activators; hit rate 0.073% among 360,000; AID 720707; note: potency is the fitted concentration of half-maximal effect; nearly all actives have a fitted effect of over 60% in size
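Read-out is the fluorescence drop as BODIPY-GDP leaves Rap1B (480 nm excitation, 540 nm emission), recorded every 5 minutes over 30 minutes. Reactions held 100 nM EPAC1, 250 nM Rap1B–BODIPY-GDP and 50 uM GDP, with 6.5 mM cAMP setting full activation.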
PI5P4Ka inh: blocks human PI5P4K alpha kinase activity; P48426; AID 652105; hit rate 1.2% among 330,000; max response, %; PI5P4Kalpha enzyme, ADP-Glo luminescence, 60 min; hits give low values; active = max response of -50% or lower; inconclusive = between -30% and -50%; inactive = -30% or higher; note: value at the top dose of about 77 µM; % is set by controls: 0 for no effect and ±100 for the full control effect
Target sequence (P48426 whole entry, looked up): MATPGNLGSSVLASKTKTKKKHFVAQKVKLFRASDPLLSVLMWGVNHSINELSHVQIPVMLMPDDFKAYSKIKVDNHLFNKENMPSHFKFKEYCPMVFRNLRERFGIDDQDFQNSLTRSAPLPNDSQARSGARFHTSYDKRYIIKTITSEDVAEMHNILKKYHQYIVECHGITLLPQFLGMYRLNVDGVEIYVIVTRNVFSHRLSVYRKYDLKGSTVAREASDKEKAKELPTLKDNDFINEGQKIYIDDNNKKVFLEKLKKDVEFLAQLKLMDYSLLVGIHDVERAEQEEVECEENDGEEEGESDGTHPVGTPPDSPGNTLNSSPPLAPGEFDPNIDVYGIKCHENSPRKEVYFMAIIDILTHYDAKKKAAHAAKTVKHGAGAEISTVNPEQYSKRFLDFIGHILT
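PI5P4Kalpha ADP-Glo assay; 5 microM ATP final; 60 min RT reaction; HEPES pH 7.4/EGTA/CHAPS, 5% DMSO; controls lacking substrate or enzyme; luminescent end-point.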
EPAC1 antag: antagonists of human EPAC1. AID 720709. Potency, µM (titrated, usually from 115 µM), for inactives: at the highest dose activity change, negative = inhibition, most hits filed as inhibitors. hit rate 0.14% among 360,000. EPAC1 GEF assay, Rap1b-BODIPY-GDP exchange fluorescence. O95398;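 note: potency is the fitted concentration of half-maximal effect; plate controls were vehicle for no effect and positive control for full effect; nearly all actives have a fitted effect of over 50% in size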
CCT chaperon mod: modulators of cytosolic chaperonin (CCT/TRiC) activity | hit rate 0.3% among 360,000 | purified chaperonin ATPase assay, HTRF ADP detection, 30 min | activity change, % (concentration not given with the values), hits read low | AID 651819; in the data active = activity change below about -30%; note: % is set by controls: 0 for no effect and ±100 for the full control effect
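We incubate TRiC, 40 or 20 nM final, with library compounds at 76 uM and 10 uM ATP for 30 min at 37 °C. ADP formed is detected with Transcreener HTRF reagents after 30 min at room temperature.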
WRN inhibitor: blocks human WRN helicase; Q14191; WRN helicase unwinding, fluorescent forked duplex, kinetic; Potency, µM (top dose mostly 114 µM), inactives show at the top dose activity change, negative = inhibition, actives largely listed as inhibitors; hit rate 0.46% among 360,000; AID 651768; note: potency is the fitted concentration of half-maximal effect; % is set by controls: 0 for no effect and ±100 for the full control effect; nearly all actives have a fitted effect of over 55% in size
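Kinetic fluorescence helicase assay: unwinding of a quenched forked DNA duplex (100 nM final) with 2 mM ATP final raises red fluorescence (525/598 nm). Compounds sat 15 min at room temperature with 20 nM WRN beforehand.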
EPAC2 agonist: activates human EPAC2 exchange factor | hit rate 0.079% among 360,000 | AID 720711 | EPAC2 activation, biochemical qHTS; response scale: 100% = 6.5 mM cAMP response | Potency, µM (series often up to 154 µM), without a hit: top-dose activation, usual class: activators; note: potency is the fitted concentration of half-maximal effect; nearly all actives have a fitted effect of over 50% in size
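Guanine nucleotide exchange by EPAC2 is measured as reduced fluorescence of BODIPY-GDP once it is released from 250 nM Rap1B. Plates are read kinetically for 30 min at room temperature; results are scaled to 6.5 mM cAMP.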
PLK1 PBD block: blocks phosphopeptide binding to human PLK1 polo-box domain; P53350; Plk1 PBD binding of FITC phosphopeptide, fluorescence polarization; Potency, µM, without a hit: max response, negative = inhibition, actives largely listed as inhibitors; hit rate 2.8% among 360,000; AID 720504; note: potency is the fitted concentration of half-maximal effect; series mostly up to about 57 µM; % is set by controls: 0 for no effect and ±100 for the full control effect; nearly all actives have a fitted effect of over 65% in size
Target sequence (P53350 whole entry, looked up, the tested form may be a part): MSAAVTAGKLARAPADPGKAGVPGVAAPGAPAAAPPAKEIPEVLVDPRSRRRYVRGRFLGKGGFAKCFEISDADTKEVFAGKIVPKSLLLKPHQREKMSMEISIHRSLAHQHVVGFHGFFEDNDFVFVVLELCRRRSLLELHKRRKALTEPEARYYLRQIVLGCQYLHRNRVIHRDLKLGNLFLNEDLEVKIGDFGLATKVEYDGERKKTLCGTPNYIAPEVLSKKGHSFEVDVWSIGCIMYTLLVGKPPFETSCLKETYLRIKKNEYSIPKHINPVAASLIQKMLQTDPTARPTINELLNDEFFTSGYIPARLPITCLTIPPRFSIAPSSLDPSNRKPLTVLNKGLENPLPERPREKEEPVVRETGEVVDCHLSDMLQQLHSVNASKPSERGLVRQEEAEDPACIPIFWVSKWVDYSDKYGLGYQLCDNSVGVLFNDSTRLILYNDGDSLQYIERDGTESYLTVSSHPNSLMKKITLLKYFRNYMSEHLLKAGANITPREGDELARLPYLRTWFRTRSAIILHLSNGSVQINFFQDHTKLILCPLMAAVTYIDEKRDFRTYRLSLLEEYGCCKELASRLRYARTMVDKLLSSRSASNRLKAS
Active calls of the source: *; ? = inconclusive; / = no result given; [ ] = dose if it differs, or a comment. Unless noted, calls come from the whole dose curve; as a rule, active = well fitted curve in the direction sought with a large enough effect; inconclusive = small, poorly fitted or top-dose-only effect, or another doubt; inactive = no such curve, though single readings can be large; an effect the other way counts as inactive or inconclusive. This is a subset; count on the stated rates, not on these rows.

Short keys – A = IL2 activator; B = EPAC1 agonist; C = PI5P4Ka inh; D = EPAC1 antag; E = CCT chaperon mod; F = WRN inhibitor; G = EPAC2 agonist; H = PLK1 PBD block
CC(Sc1nc2ccccc2s1)C(=O)Nc1nnc(C(C)C)s1 (stereo not drawn)
  A = -2.6	B = 0%	C = 5	D = 0%	E = -1.9	F = 2%	G = 16%	H = -3%

CCOC(=O)c1c(C)n(C)c2ccc(OCC(O)Cn3c(C)nc4ccccc43)cc12 (stereo not drawn)
  A = -2.1	B = 4%	C = /	D = -12%	E = -1.6	F = -5%	G = 3%	H = -7%

CC(C)(C)OC(=O)COc1cc(F)ccc1[N+](=O)[O-]
  A = 0.0	B = -19%	C = 2	D = -12%	E = -2.1	F = 3%	G = 4%	H = -7%

O=C(CN1/C(=C(/O)c2ccccc2)C(=O)c2ccccc2S1(=O)=O)c1ccccc1
  A = -3.6	B = 15%	C = 0	D = -5%	E = -0.3	F = -6%	G = -6%	H = 1%

COCCN(CCOC)S(=O)(=O)c1ccc(/C(O)=C(\C#N)c2nc3ccccc3[nH]2)cc1
  A = 0.3	B = -9%	C = -6	D = -25%	E = -1.8	F = -4%	G = -15%	H = -7%

CCCn1ncc(CN2CCN(CCc3ccccc3)C(CCO)C2)c1C (stereo not drawn)
  A = 0.7	B = 20%	C = -3	D = 5%	E = -0.3	F = -1%	G = 3%	H = -1%

COc1cc(CNCCNC(=O)c2nonc2N)ccc1OCc1ccc(Cl)cc1
  A = -0.3	B = 10%	C = 5	D = -5%	E = -4.9	F = -3%	G = 9%	H = -10%

COc1cccc(C(N)=O)c1OC(=O)Cc1ccccc1F
  A = 0.1	B = 4%	C = -1	D = -1%	E = -27	F = 2%	G = 14%	H = -10%

COc1ccc(C2OCC3(CO2)SC(=O)NC3=O)cc1OC (stereo not drawn)
  A = -1.1	B = 0%	C = -5	D = 12%	E = -0.2	F = 5%	G = 1%	H = 4%

Cc1ccc(S(=O)(=O)C2C(=O)N(C)C3(C)CC2c2ccccc2O3)cc1 (stereo not drawn)
  A = -0.4	B = -8%	C = 13	D = 2%	E = -1.2	F = 10%	G = 12%	H = -5%

Cn1ncc(=S)[nH]c1=S
  A = -0.3	B = -4%	C = -11	D = -7%	E = -2.2	F = 1%	G = 7%	H = -22%

Cc1nc(CNS(=O)(=O)c2ccc(F)cc2)cs1
  A = -2.4	B = 0%	C = -6	D = -11%	E = -2.2	F = -4%	G = 4%	H = 0%

CCN(c1ccccc1)S(=O)(=O)c1ccc(OCC(F)(F)F)c(NC(=O)c2ccc(=O)[nH]c2)c1
  A = -0.5	B = -10%	C = 1	D = 21%	E = -0.2	F = -5%	G = -1%	H = 4%

Cn1c(=O)c2c(nc(Br)n2CCc2ccccc2)n(C)c1=O
  A = -0.5	B = 1%	C = 4	D = -18%	E = -0.7	F = -4%	G = 11%	H = 1%

Cc1cc(C)c2c(N)c(C(=O)NNC(=O)c3ccccc3)sc2n1
  A = -0.6	B = 0%	C = 1	D = -27%	E = -2.3	F = 2%	G = -3%	H = -23%

Short keys – A = IL2 activator; B = EPAC1 agonist; C = PI5P4Ka inh; D = EPAC1 antag; E = CCT chaperon mod; F = WRN inhibitor; G = EPAC2 agonist; H = PLK1 PBD block
CC(C)N1C(=O)NC2NC(=O)N(C(C)C)C21 (stereo not drawn)
  A = -0.1	B = 10%	C = 5	D = 0%	E = 2.4	F = -1%	G = 11%	H = -7%

Cc1onc(-c2ccccc2)c1C(=O)N1CCN(CCc2ccccc2)CC1
  A = -1.1	B = 4%	C = /	D = -2%	E = 1.1	F = -12%	G = 8%	H = -3%

C[C@@H](CSc1ccc(Br)cc1)CN1CC[C@H](C(C)(C)C)CCC1=O
  A = -0.6	B = -3%	C = -1	D = -5%	E = -2.8	F = -6%	G = -3%	H = -6%

COc1ccc(-c2cc(-c3cccs3)c(C#N)c(SCC(=O)NCc3ccccc3)n2)cc1
  A = -0.8	B = -1%	C = -4	D = 7%	E = -2.2	F = -1%	G = -10%	H = 1%

Cc1ccc([N+](=O)[O-])cc1-c1ccc(/C=N\n2nnnc2N)o1
  A = -4.4	B = -5%	C = -5	D = -6%	E = 1.2	F = 12%	G = 2%	H = 3%

Cc1ccc(S(=O)(=O)NC(=NC(C)C)c2ccccc2)cc1
  A = 0.6	B = 10%	C = 0	D = -2%	E = -3.3	F = 4%	G = 8%	H = -2%

Cc1cccc(C(=O)c2c(N)sc3c2CCC(C)C3)c1 (stereo not drawn)
  A = -2.3	B = 5%	C = -16	D = 8%	E = 2.0	F = -9%	G = 7%	H = -24%

CC(NC(=O)CCC(=O)NC(C)C1COc2ccccc2O1)C1COc2ccccc2O1 (stereo not drawn)
  A = -3.0	B = -10%	C = -2	D = -2%	E = -1.7	F = -29%[57.1 µM]	G = 0%	H = -7%

CC1(C)CC(=O)C2=C(C1)NC(=O)CC2c1ccc(F)cc1 (stereo not drawn)
  A = -0.9	B = 4%	C = -6	D = 0%	E = 1.0	F = -3%[57.1 µM]	G = -8%	H = -3%

CCOc1ncccc1C(=O)Nc1cccc(S(=O)(=O)N2CCOCC2)c1
  A = 2.1	B = 9%	C = 2	D = -7%	E = -0.5	F = -3%	G = -2%	H = 2%

O=C(O)c1cccc(NC(=S)N/N=C/c2cccc(O)c2)c1
  A = 8.9	B = 2%	C = -4	D = 9%	E = -2.7	F = -15%	G = 4%	H = -14%

COc1ccc(S(=O)(=O)N2CCCC2C(=O)Nc2ccc(C(C)=O)cc2)cc1 (stereo not drawn)
  A = -0.2	B = -1%	C = 1	D = -17%	E = -0.2	F = -4%	G = 3%	H = -1%

COc1ccc(C(=O)N2CC3(C)CC2CC(C)(C)C3)cc1 (stereo not drawn)
  A = -1.3	B = 2%	C = -1	D = -1%	E = 0.0	F = 5%	G = 4%	H = ?

COCCSc1ccccc1C(=O)Nc1ccc2c(c1)OCO2
  A = 2.0	B = 6%	C = -3	D = -10%	E = 0.1	F = 2%	G = -3%	H = 6%

Nc1nnc(CC(=O)N/N=C/c2ccccc2OCc2ccc(F)cc2)s1
  A = 3.5	B = -6%	C = -6	D = 0%	E = 0.8	F = -10%	G = 0%	H = -7%

Below each compound: IL2 activator	EPAC1 agonist	PI5P4Ka inh	EPAC1 antag	CCT chaperon mod	WRN inhibitor	EPAC2 agonist	PLK1 PBD block
O=C(c1ccc(N2CCN(C(=O)c3ccc(F)cc3F)CC2)cc1)c1cccc(F)c1
→ -1.8	2%	-1	0%	-2.7	-4%	5%	3%
CSc1ncccc1C(=O)OCC(=O)N1CCN(C(=O)c2ccco2)CC1
→ 1.0	0%	-3	-8%	-0.8	-7%	4%	-8%
CCc1cccc(CC)c1NC(=O)COC(=O)c1ccc2c(c1)S(=O)(=O)c1ccccc1C2=O
→ -0.2	0%	0	-8%	-0.6	-10%	-8%	-4%
CC1Sc2ccc(S(=O)(=O)N3CCN(c4cccc(Cl)c4)CC3)cc2NC1=O (stereo not drawn)
→ 1.3	19%	-4	?	-0.6	-5%	24%	-14%
Cc1ccc(NC(=O)c2ccc(-n3cccn3)c([N+](=O)[O-])c2)cc1C
→ -0.1	12%	-8	-11%	-3.2	-14%	8%	-11%
COc1ccc(C(=O)Nc2ccnn2C2CCN(C(=O)c3cnsn3)CC2)cc1
→ -1.7	5%	-1	2%	1.0	?	0%	-1%
Cc1cccc2cc(C#N)c(SCC(=O)NCC3CCCO3)nc12 (stereo not drawn)
→ -0.8	6%	-10	2%	0.1	-8%	3%	-1%
CC1(C(=O)NS(=O)(=O)c2ccc(Cl)cc2)CCN1C(=O)c1ccco1 (stereo not drawn)
→ 3.0	-6%	-1	4%	-2.7	4%	6%	-7%
COc1ccc(S(=O)(=O)N2CCCCC2)cc1NC(=O)Cc1ccc(Br)cc1
→ 1.3	4%	-7	15%	-15	7%	10%	-1%
COCCNc1nc(NCc2cccc(OC)c2)c2sccc2n1
→ -0.9	-7%	-4	6%	-0.2	10%	0%	3%

Below each compound: IL2 activator	EPAC1 agonist	PI5P4Ka inh	EPAC1 antag	CCT chaperon mod	WRN inhibitor	EPAC2 agonist	PLK1 PBD block
COC(=O)c1ccc(C(=O)NC2CCCc3c2cnn3-c2ccccc2F)nc1 (stereo not drawn)
→ -2.2	5%	1	12%	-1.8	-8%	2%	-7%
COC(=O)CCCC1=CC2=C(c3ccccc3)C(=O)C(C)(OC(=O)C3CCCC3)C(=O)C2=CN1CC(C)C (stereo not drawn)
→ -0.1	-12%	-13	-3%	0.5	7%	3%	-5%
CCN(CC)c1ccc(C2C(C(=O)OCCOC)=C(C)NC3=C2C(=O)CCC3)cc1 (stereo not drawn)
→ -0.1	4%	/	1%	-11	4%	3%	-5%
O=C1c2ccccc2N2C(=O)c3ccccc3C2N1Cc1ccccc1 (stereo not drawn)
→ 0.8	-2%	8	-20%	-0.8	-9%	4%	-17%
CCN(CC)S(=O)(=O)c1ccc(-n2cnc3cc(C)c(C)cc32)nc1
→ 3.2	-4%	17	2%	-4.8	-1%	6%	-10%
CC(CN1CCN(CC(C)C(=O)c2ccccc2)CC1)C(=O)c1ccccc1 (stereo not drawn)
→ -0.8	5%	0	-5%	0.6	-22%	5%	3%

Gathered by group: the compounds so far with an aryl thioether with sulfur outside any ring (six)
Below each compound: IL2 activator	EPAC1 agonist	PI5P4Ka inh	EPAC1 antag	CCT chaperon mod	WRN inhibitor	EPAC2 agonist	PLK1 PBD block
CC(Sc1nc2ccccc2s1)C(=O)Nc1nnc(C(C)C)s1 (stereo not drawn)
→ -2.6	0%	5	0%	-1.9	2%	16%	-3%
C[C@@H](CSc1ccc(Br)cc1)CN1CC[C@H](C(C)(C)C)CCC1=O
→ -0.6	-3%	-1	-5%	-2.8	-6%	-3%	-6%
COc1ccc(-c2cc(-c3cccs3)c(C#N)c(SCC(=O)NCc3ccccc3)n2)cc1
→ -0.8	-1%	-4	7%	-2.2	-1%	-10%	1%
COCCSc1ccccc1C(=O)Nc1ccc2c(c1)OCO2
→ 2.0	6%	-3	-10%	0.1	2%	-3%	6%
CSc1ncccc1C(=O)OCC(=O)N1CCN(C(=O)c2ccco2)CC1
→ 1.0	0%	-3	-8%	-0.8	-7%	4%	-8%
Cc1cccc2cc(C#N)c(SCC(=O)NCC3CCCO3)nc12 (stereo not drawn)
→ -0.8	6%	-10	2%	0.1	-8%	3%	-1%
